High-throughput results deposited in PubChem BioAssay by NCI.
Growth percent in the NCI-60 one-dose screen (48 h, 10 µM unless noted): 100 = growth as untreated, 0 = no growth, -100 = all killed.
BT-549: BT-549 breast cancer | 78,000 compounds, 4.4% hits
MCF7: MCF7 breast cancer | 82,000 compounds, 6.3% hits
MDA-MB-435: MDA-MB-435 melanoma. 82,000 compounds, 7.8% hits
SR: SR leukemia cells; 73,000 compounds, 8.7% hits
MDA-MB-468: MDA-MB-468 breast cancer. 78,000 compounds, 8.5% hits
K-562: K-562 leukemia; 78,000 compounds, 7.4% hits; AID 1794777
MDA-MB-231: MDA-MB-231 breast cancer; AID 1794789; 81,000 compounds, 5% hits
MOLT-4: MOLT-4 leukemia cells; 80,000 compounds, 6.9% hits
An asterisk follows results filed as active; nt = no result given; & = joins results of further samples; [ ] = dose if it differs, or a comment. Rule for the calls: active = growth percent below 10; inactive = the rest.

SMILES	BT-549	MCF7	MDA-MB-435	SR	MDA-MB-468	K-562	MDA-MB-231	MOLT-4
c1ccc(Nc2nn3c(-c4ccccc4)ccnc3c2-c2ccccc2)cc1	130	87	90	64	102	57	100	80
CSc1ccc(C(=O)C[n+]2ccc3ccccc3c2)cc1	95	93	97	100	106	83	92	97
C[N+](C)(C)CCC#CC[N+]1(C)CCCC1	103	95	102	101	103	108	91	114
Cc1noc2c(Cc3ccccc3)nn(CC(=O)N/N=C/c3ccc(Br)cc3)c(=O)c12	87	45	70	91	78	87	21	94
Cn1cc(-c2nc(-c3c[nH]c4ncccc34)cs2)c2cc(Cl)ccc21	71	17	52	nt	-3.5*	9.4*	55	38
Cc1c(Cl)cccc1NC(=O)c1sc2nc3c(cc2c1N)CN(Cc1ccccc1)CC3	62	16	-4.1*	17	29	10	86	23
C=C1C(=O)O[C@H]2[C@H]1CC/C(COC(=O)n1ccnc1C)=C\CC[C@@]1(C)O[C@@H]21	97	88	100	87	76	95	106	80
COc1ccc(-c2oncc2-c2cc(OC)c3c(c2)OCO3)cc1	2.9*	18	-36*	7.6*	10	14	54	22
N#CCCN1CCS(=O)(=O)C1=O	106	99	99	91	99	81	120	83
O=C(Nc1nc2ccc(S(=O)(=O)Nc3ccc(C4(C(F)(F)F)CC4)cc3)cc2[nH]1)c1cnccn1	45	18	-30*	20	-12*	21	59	39
CCN(CC)CCOC(=O)Nc1ccccc1	95	87	104	103	104	102	109	111
Cc1cc([N+](=O)[O-])ccc1N	100&110	96&96	102&109	105&102	111&46	101&110	104&101	102&101
O=c1nc2c(-c3nc4ccccc4s3)n[nH]n2c2ccsc12	72	77	79	75	32	82	79	81
CCOC(=O)C(=O)N(N)C1=NN=C2N=C(C)C=C(c3ccccc3)N2N1	118	103	107	96	107	98	110	101
COc1ccc2[nH]cc(-c3nn4c(=O)cc(-c5ccccc5)nc4s3)c2c1	107	87	102	nt	107	nt	101	nt
Cc1ccc(NS(=O)(=O)c2ccc(C)cc2)cc1	105&117	91&88	109&108	98&92	87&94	101&86	107&103	99&94
O=C(Nc1ccc2oc(=O)ccc2c1)Nc1ccc(F)cc1F	nt	99	105	nt	99	nt	104	nt
C#CCn1cnc2cnc(Nc3cccc(NC(=O)C=C)c3)nc21	61[6.25 µM]	77[6.25 µM]	61[6.25 µM]	4.7*[6.25 µM]	55[6.25 µM]	5.9*[6.25 µM]	82[6.25 µM]	8.3*[6.25 µM]
C#C[C@]1(O)CCC2C3CCC4=CC(=O)CC[C@@H]4C3CC[C@@]21C (some centres undefined)	101	111	96	nt	93	108	102	104
CN1CCN(C(=O)OCc2nc3nc(Cl)nc(N4CCOCC4)c3[nH]2)CC1	101	94	109	104	104	103	102	110
CCOC(=O)c1sc(NC(=O)NC2CCCCC2)nc1C	139	87	104	65	104	91	92	88
Fc1ccc(-c2nc(-c3ccc(Cl)cc3)cn3ccnc23)cc1	82	61	91	79	103	98	77	76
CCCCCCCS(=O)(=O)N1CCCC(C(=O)Nc2nc3ccc(NC(=O)c4ccc(F)c(OC)c4F)cc3s2)C1 (centres undefined)	56	28	72	61	-4.4*	62	15	60
CC(=O)c1ccc(OCC(=O)Nc2nc(-c3ccccc3)cs2)cc1	103	99	112	99	117	106	nt	94
OC(c1ccccc1)C(NC(Cc1ccccc1)c1ccccc1)c1ccccc1 (centres undefined)	91	104	98	91	89	82	79	71
CCOC(=O)c1c(C)nc2c(c1N)/C(=C/c1cccs1)C(=O)N2Cc1ccccc1	74	8.2*	89	9.8*	48	35	55	19
ClC(Cn1ncc2c(Nc3cccc(Br)c3)nc(SCCN3CCOCC3)nc21)c1ccc(Br)cc1 (centres undefined)	nt	-5.4*	-5.0*	-27*	-18*	-38*	-52*	-34*
C=C1C(=O)O[C@H]2[C@H]1CC/C(C=Nc1c(N)cc(C(F)(F)F)cc1Br)=C\CC[C@@]1(C)O[C@@H]21	-23*	-2.1*	4.5*	-4.0*	-17*	-8.9*	-16*	-3.0*
Cc1ccc(S(=O)(=O)NNC(=O)/C(=C\c2ccc(F)cc2)c2nc3ccccc3s2)cc1	119	74	99	60	97	84	87	77
CC(=O)Oc1ccccc1C(=O)Nc1ccc(C(=O)/C=C/c2ccc(F)cc2)cc1	111	93	98	102	100	99	112	105
O=C(Oc1ccc[nH]c1=O)c1cc([N+](=O)[O-])cc([N+](=O)[O-])c1	76	96	121	136	119	87	114	135
FC(F)(F)c1cccc(-c2[nH]ncc2-c2nnnn2-c2ccccc2)c1	43	24	-7.2*	26	nt	12	41	27
COc1ccccc1P(c1ccccc1OC)c1ccccc1OC	nt	96	115	107	nt	107	101	105
COc1cc(/C=C2\CCCC3=C2N=C2SC=NN2C3c2cc(OC)c(OC)c(OC)c2)cc(OC)c1OC (centres undefined)	38	27	-13*	7.9*	18	8.3*	2.1*	-2.3*
Clc1nc2ccccc2cc1Cn1nnc(SCc2ccccc2)n1	93	91	99	91	83	91	92	100
O=C(CSc1nc2ccccc2c(=O)n1C1CCCCC1)Nc1ccc(S(=O)(=O)Nc2ccc(Cl)nn2)cc1	98	96	100	97	96	100	95	101
CCCCCCCC/C=C\CCCCCCCC(=O)OCCCCCCCCCCCCCCCC	112	104	101	108	103	102	126	107
CCN(CC)c1ccc(N=C2C=CC(=O)C=C2NC(C)=O)cc1	109	83	124	110	99	78	82	99
Cc1ccc(N(C(=O)CCc2c[nH]c3ccccc23)[C@H](C(=O)Nc2cccc([N+](=O)[O-])c2)c2ccc(N(C)C)cc2)cc1	81	79	104	81	81	76	75	84
CCOC(=O)c1cc(=O)c2ccc(OCc3ccccc3)cc2o1	112	97	107	98	100	104	103	109
Cc1c(CC(=O)Nc2ccccc2)nnn1-c1ccccc1	112	100	115	103	117	101	118	100
COc1ccc(/C=C/C(c2cc(OC)c(OC)c(OC)c2)n2ccnc2)cc1O (centres undefined)	44	18	-26*	6.2*	41	14	53	32
FC(F)(F)c1cccc(-n2nnc3cnc(Nc4ccc(N5CCCCC5)cc4)nc32)c1	nt	71	37	29	69	67	59	63
Cc1ccc2c(c1)C(=O)CCS2	101	93	104	118	111	114	94	118
O=C(CN1C(=O)/C(=C/c2cccs2)SC1=S)NCCc1c[nH]c2ccc(Cl)cc12	99	101	101	106	103	102	96	92
COc1ccc(C(=O)CSc2nnc(-c3ccncc3)n2-c2ccccc2)cc1	65	92	95	82	60	91	98	75
CN1C(=O)/C(=C\c2ccccc2)c2ccccc21	97	61	95	80	83	85	84	90
CC(=O)Nc1ccc(Oc2ncnc3sc(C)c(C)c23)c(CN2CCCCC2)c1	95	92	103	86	103	93	89	91
COc1cc2c(cc1OC)C(=O)CCC2	104	96	105	137	nt	128	97	119
CCN(c1ccc(C(=O)O)cn1)c1cc2c(cc1C)C(C)(C)CCC2(C)C	99	78	101	88	101	97	91	77
CCOP(=O)(OCC)c1nc(CNC(=O)/C(=C\c2ccccc2)NC(=O)c2ccccc2)oc1N1CCCCC1	108	95	105	97	105	103	103	94
COc1ccc([N+](=O)[O-])cc1C(=O)Nc1cccc(C2CC(=O)c3c(cc(OC)c(OC)c3OC)O2)c1 (centres undefined)	57	49	75	42	48	50	60	34
COc1ccc(-c2nc(Nc3cc(C)[nH]n3)c3ccccc3n2)cc1	52	22	27	24	47	24	65	70
O=C1OC(c2ccccc2)(c2ccccc2)c2ccsc21	104	104	108	85	nt	87	100	76
CCC(C)c1ccccc1OCC(C)OC(=O)C(C)C (centres undefined)	102	95	107	117	109	97	107	117
CC(C)(Sc1cc(C(C)(C)C)c(O)c(C(C)(C)C)c1)Sc1cc(C(C)(C)C)c(OC(=O)CCCC(=O)O)c(C(C)(C)C)c1	65	36	60	28	44	42	74	37
Cc1ccc(C2CC(c3ccc(S(=O)(=O)NCCNc4nc(N(C)C)nc(N5CCOCC5)n4)cc3)=Nc3c(N)nc(N)nc3N2)cc1 (centres undefined)	35	28	64	1.5*	24	23	31	3.1*
O=C1NC(=O)c2c1c1c3ccccc3ccc1c1[nH]c3ccc(Br)cc3c21	39	9.7*	14	11	-12*	13	28	9.4*
COc1ccc(C(=O)C[n+]2ccncc2)cc1	104	97	107	104	100	104	103	94
Cc1cc(C)c(-n2cnc3c(=O)[nH]c(N)nc32)cc1C	124	101	112	nt	nt	102	121	97

(list continues)
SMILES	BT-549	MCF7	MDA-MB-435	SR	MDA-MB-468	K-562	MDA-MB-231	MOLT-4
CS(=O)(=O)c1cnnc2ccccc12	96	80	112	56	84	95	97	80
Nc1nc2c(c3ncccc13)C(c1ccc(Cl)c(Cl)c1)Cc1ncccc1-2 (centres undefined)	31	12	7.0*	0.1*	-6.5*	11	29	5.4*
O=c1[nH]c2[nH]c(S(=O)(=O)O)nc(=S)c2[nH]1	98	94	94	88	96	86	102	89
COc1cc2c(=O)n(CC3CCCCC3)c3c4cc[nH]c4ncc3c2cc1OC	26	20	55	6.2*	nt	5.4*	26	50
Clc1cccc(Nc2ncnc3ccc(-c4cncc(-c5nn[nH]n5)c4)cc23)c1	107	94	106	90	102	98	97	90
CC(=O)Nc1cc(Cl)ccc1O	99	93	97	109	105	99	87	101
O=C(NCc1ccc2c(c1)OCO2)c1cccc(Nc2cnccn2)c1	122	90	102	89	36	82	88	85
CC1c2ccccc2N(S(=O)(=O)c2ccccc2)C1C (centres undefined)	nt	79	7.0*	35	38	34	91	75
CCCC(=O)Oc1ccc(C2(c3ccc(OC(=O)CCC)cc3)OC(=O)c3ccccc32)cc1	103	108	104	76	102	110	113	96
C=C1CCC(C(C)C)[C@@H]2[C@H]1[C@H]1CC(=C)[C@]3(O)CC[C@@](C)(O3)[C@@H]2O1 (some centres undefined)	90	102	94	50	87	nt	92	nt
CS(=O)(=O)NCCNc1cc(-c2ccc(C(F)(F)F)cc2)c(C#N)c2nc3ccccc3n12	49	69	96	62	73	86	35	63
CN(C)c1ccc([C@@H](C(=O)Nc2cccc([N+](=O)[O-])c2)N(C(=O)c2cc3ccccc3[nH]2)c2cccc([N+](=O)[O-])c2)cc1	95	90	108	97	98	100	96	92

Entries listed so far that have a Cl atom (11):
SMILES	BT-549	MCF7	MDA-MB-435	SR	MDA-MB-468	K-562	MDA-MB-231	MOLT-4
Cn1cc(-c2nc(-c3c[nH]c4ncccc34)cs2)c2cc(Cl)ccc21	71	17	52	nt	-3.5*	9.4*	55	38
Cc1c(Cl)cccc1NC(=O)c1sc2nc3c(cc2c1N)CN(Cc1ccccc1)CC3	62	16	-4.1*	17	29	10	86	23
CN1CCN(C(=O)OCc2nc3nc(Cl)nc(N4CCOCC4)c3[nH]2)CC1	101	94	109	104	104	103	102	110
Fc1ccc(-c2nc(-c3ccc(Cl)cc3)cn3ccnc23)cc1	82	61	91	79	103	98	77	76
ClC(Cn1ncc2c(Nc3cccc(Br)c3)nc(SCCN3CCOCC3)nc21)c1ccc(Br)cc1 (centres undefined)	nt	-5.4*	-5.0*	-27*	-18*	-38*	-52*	-34*
Clc1nc2ccccc2cc1Cn1nnc(SCc2ccccc2)n1	93	91	99	91	83	91	92	100
O=C(CSc1nc2ccccc2c(=O)n1C1CCCCC1)Nc1ccc(S(=O)(=O)Nc2ccc(Cl)nn2)cc1	98	96	100	97	96	100	95	101
O=C(CN1C(=O)/C(=C/c2cccs2)SC1=S)NCCc1c[nH]c2ccc(Cl)cc12	99	101	101	106	103	102	96	92
Nc1nc2c(c3ncccc13)C(c1ccc(Cl)c(Cl)c1)Cc1ncccc1-2 (centres undefined)	31	12	7.0*	0.1*	-6.5*	11	29	5.4*
Clc1cccc(Nc2ncnc3ccc(-c4cncc(-c5nn[nH]n5)c4)cc23)c1	107	94	106	90	102	98	97	90
CC(=O)Nc1cc(Cl)ccc1O	99	93	97	109	105	99	87	101

Retrieved by structure from above (2):
SMILES	BT-549	MCF7	MDA-MB-435	SR	MDA-MB-468	K-562	MDA-MB-231	MOLT-4
CS(=O)(=O)NCCNc1cc(-c2ccc(C(F)(F)F)cc2)c(C#N)c2nc3ccccc3n12	49	69	96	62	73	86	35	63
CN(C)c1ccc([C@@H](C(=O)Nc2cccc([N+](=O)[O-])c2)N(C(=O)c2cc3ccccc3[nH]2)c2cccc([N+](=O)[O-])c2)cc1	95	90	108	97	98	100	96	92
